Assay outcomes deposited in PubChem BioAssay by National Center for Advancing Translational Sciences (NCATS).
a7 integrin act: activates integrin-mediated alleviation for muscular dystrophy | alpha7betagal myoblasts, beta-gal FDG fluorescence, 48 h | Potency, µM (top dose mostly 38.3 µM), for inactives: at the top dose activation, most hits filed as activators | 0.064% of 350,000 active;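 note: potency is the fitted concentration of half-maximal effect; 100% = response of the positive control SU9516; nearly all actives have a fitted effect of over 60% in size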
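alpha7betagal+/- myoblasts (passage 13, 250/well) treated 48 h at 37C with compounds at 1:260 dilution of DMSO stock. Lysed, then beta-galactosidase activity read as FDG fluorescence (ex 480/em 540) after 30 min, with pre-read for autofluorescence.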
Menin-MLL TR inh: inhibitors of human menin-MLL interaction, mutant MLL peptide | 0.23% of 270,000 active | Menin + Texas Red MLL mutant peptide, fluorescence polarization | AID 1768 | Potency, µM (highest dose often 61.6 µM), for the others: at the top dose FP activity change, negative = inhibition, usual class: inhibitors | O00255; active = well fitted inhibition curve with a large enough effect in the polarisation, with a control signal flat, not every such curve was filed as active; inconclusive = small, poorly fitted or top-dose-only effect, or effect the other way, or a change in a side signal; inactive = no such curve, though single readings can be large or run the other way; the % refers to the polarisation; note: potency is the fitted concentration of half-maximal effect; % of control where 0% means no effect; many of its hits are not listed in these tables
PKM2 activator: activators of human pyruvate kinase M2. purified PKM2, Kinase-Glo ATP luminescence, activation; response scale: 0% is enzyme alone, no compound. Potency, µM (top dose mostly 57.5 µM), inactives show top-dose activation, hits mostly activators. 0.34% of 260,000 active. AID 1631; note: potency is the fitted concentration of half-maximal effect; % is set by controls: 0 for no effect and ±100 for the full control effect; nearly all actives have a fitted effect of over 55% in size
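ATP formation by purified human PK-M2, quantified via coupled luciferase luminescence after 1 h at room temperature with 0.1 mM ADP and 0.5 mM PEP final.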
Coupling enz: coupling enzyme interference in Giardia aldolase counter-screen; coupling enzyme system counterscreen, AmpLite Red fluorescence; activity change, negative = inhibition, % at 58.2 µM, hits read low; 0.67% of 290,000 active; AID 2472; in the data active = activity change below about -30%; note: % is set by controls: 0 for no effect and ±100 for the full control effect
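Coupling enzymes only (glyceraldehyde-3-phosphate) + compound, at 57.5 uM final, 10 min RT; add substrate/coupling/AmpLite Red mix, 20 min RT; fluorescence ex 525/em 598 nm. Actives flag coupling-system interference.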
GALK inhibitor: inhibitors of human galactokinase | P51570 | Purified GALK, Kinase-Glo residual ATP luminescence | Potency, µM (series often up to 57.5 µM), inactives show top-dose activity change, negative = inhibition, most hits filed as inhibitors | 0.007% of 270,000 active; note: potency is the fitted concentration of half-maximal effect; % is set by controls: 0 for no effect and ±100 for the full control effect
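Kinase-Glo Plus luminescence measured ATP left after a 1 h room-temperature reaction. The reaction used 5 nM GALK, 100 uM galactose and 35 uM ATP at pH 8.0 (20 mM HEPES, 5 mM MgCl2, 60 mM NaCl, 1 mM DTT, 0.01% BSA).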
BCR signal inh: blocks chronic active B-cell receptor signaling; AID 493014; ABC-DLBCL IkBa-CBG/CBR reporter, luminescence ratio, 4 h; 0.05% of 340,000 active; Potency, µM (series often up to 46.1 µM), for the others: at the highest dose ratio change, negative = lower green/red ratio, most hits filed as inhibitors; active = well fitted inhibition curve with a large enough effect in the signal ratio, with a control signal flat, not every such curve was filed as active; inconclusive = small, poorly fitted or top-dose-only effect, or effect the other way, or a change in a side signal; the % refers to the signal ratio;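 note: potency is the fitted concentration of half-maximal effect; plate controls were basal doxycycline-induced cells for no effect and cells given 10 µM MG132 for full effect; MG132 reads +100%, hits lower the ratio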
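Compounds up to 46 uM were incubated four hours with TMD8 cells whose green CBG68 luciferase is fused to IkappaBalpha; red CBR luminescence normalised the signal, and concentration-effect curves were fitted to fusion, red and ratio data.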
Tb PFK block: T. brucei PFK enzyme inhibition | O15648 | T. brucei PFK, ADP-Glo luminescence | Potency, µM (doses to about 57.5 µM), for inactives: at the top dose activity, negative = inhibition, hits mostly inhibitors | 0.17% of 330,000 active;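 note: potency is the fitted concentration of half-maximal effect; 0% = uninhibited 1x PFK enzyme wells and -100% = no-enzyme wells; nearly all actives have a fitted effect of over 60% in size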
Target sequence (O15648 whole entry, looked up): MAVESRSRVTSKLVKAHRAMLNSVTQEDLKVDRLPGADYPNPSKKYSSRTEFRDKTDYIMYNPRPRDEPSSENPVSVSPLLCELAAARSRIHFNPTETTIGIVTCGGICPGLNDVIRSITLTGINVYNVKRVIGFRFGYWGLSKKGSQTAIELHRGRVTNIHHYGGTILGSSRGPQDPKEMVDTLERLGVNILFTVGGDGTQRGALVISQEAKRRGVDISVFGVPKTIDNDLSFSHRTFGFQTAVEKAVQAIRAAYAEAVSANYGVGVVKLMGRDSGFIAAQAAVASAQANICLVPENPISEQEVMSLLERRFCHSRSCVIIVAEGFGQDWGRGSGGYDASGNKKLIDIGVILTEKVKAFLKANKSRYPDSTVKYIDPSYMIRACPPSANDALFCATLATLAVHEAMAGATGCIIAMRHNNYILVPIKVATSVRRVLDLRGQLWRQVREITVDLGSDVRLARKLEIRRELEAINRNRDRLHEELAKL
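Compounds were pin-transferred as a titration series up to 57 uM into substrate buffer (0.5 mM F6P, 0.1 mM ATP, pH 8.0), then 1.25 nM PFK was added and reactions ran 45 min before ADP-Glo detection.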
Giardia kill: Giardia lamblia killing | 0.15% of 340,000 active | AID 540267 | activity change, % at 7.66 µM, hits read low | Giardia lamblia trophozoite viability; in the data active = activity change below about -80%; inconclusive = between about -30% and that limit;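 note: parasites exposed to compound for two days anaerobically before the ATP read; % is set by controls: 0 for no effect and ±100 for the full control effect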
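Giardia trophozoites, 100 cells per well, were exposed to compounds for 48 hrs at 37 deg C under anaerobic conditions; viability was then read as ATP content by bioluminescence after 15-30 min at room temperature.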
B2AR arrestin: recruits beta-arrestin to the human beta2-adrenergic receptor; P07550; AID 492947; 0.02% of 330,000 active; beta-arrestin recruitment to beta2AR, cell-based reporter; Potency, µM (top dose mostly 46.1 µM), inactives show top-dose activation, usual class: activators;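 note: potency is the fitted concentration of half-maximal effect; 0% = DMSO controls and full agonism = EC100 isoproterenol or metaproterenol; nearly all actives have a fitted effect of over 65% in size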
TSG101-PTAP inh: blocks PTAP/TSG101 interaction to inhibit HIV-1 budding; Potency, µM (doses to about 115 µM), for the others: at the top dose activity change, negative = inhibition, usual class: inhibitors; 340,000 tested, under 10 active; Fluorescence polarization, FITC-PTAP peptide / Tsg101 binding; Q99816; active = well fitted inhibition curve with a large enough effect in the main read-out, with a control signal flat, not every such curve was filed as active; inconclusive = small, poorly fitted or top-dose-only effect, or effect the other way, or a change in a side signal; inactive = no such curve, though single readings can be large or run the other way; note: potency is the fitted concentration of half-maximal effect; % of control where 0% means no effect
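Tsg101 binding domain (10 uM final) was mixed with compound and a FITC-labeled PTAP peptide (50 nM final) in HEPES pH 7.5 buffer with NaCl, Tween 20, EDTA and TCEP; fluorescence polarization was read after 20 min at r.t.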
ASM inhibitor: blocks human secretory acid sphingomyelinase; Potency, µM (top dose mostly 57.5 µM), without a hit: at the top dose activity change, negative = inhibition, most hits filed as inhibitors; 0.006% of 340,000 active; AID 504937; placental ASM, HMU-PC fluorogenic substrate, 60 min; P17405; note: potency is the fitted concentration of half-maximal effect
Target sequence (P17405 47-631 limits assumed): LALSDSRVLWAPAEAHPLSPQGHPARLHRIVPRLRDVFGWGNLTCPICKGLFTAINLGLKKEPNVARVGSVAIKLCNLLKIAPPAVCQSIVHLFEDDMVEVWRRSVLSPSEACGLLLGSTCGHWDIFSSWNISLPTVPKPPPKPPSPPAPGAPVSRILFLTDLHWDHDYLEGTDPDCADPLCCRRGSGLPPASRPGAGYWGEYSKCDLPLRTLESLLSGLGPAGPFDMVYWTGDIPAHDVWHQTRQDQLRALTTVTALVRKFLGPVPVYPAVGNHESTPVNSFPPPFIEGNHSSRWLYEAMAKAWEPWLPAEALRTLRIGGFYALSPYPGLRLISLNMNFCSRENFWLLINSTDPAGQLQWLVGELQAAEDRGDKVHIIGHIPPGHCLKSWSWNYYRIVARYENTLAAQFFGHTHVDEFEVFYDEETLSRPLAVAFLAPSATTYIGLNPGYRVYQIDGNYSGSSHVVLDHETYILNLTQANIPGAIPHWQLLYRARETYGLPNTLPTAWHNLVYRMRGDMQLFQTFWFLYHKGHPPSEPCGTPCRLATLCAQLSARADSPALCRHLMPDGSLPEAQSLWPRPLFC
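Steps: dispense placental human ASM, pin compound, wait 10 min at room temperature, add HMU-PC0 substrate at 9 uM final, incubate 60 min at 37 °C, add stop solution raising pH to 10, read fluorescence.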
* = called active by the depositor; ? = inconclusive; nt = no result given; & = joins results of further samples; [ ] = remark or other dose. Unless noted, calls come from the whole dose curve; as a rule, active = well fitted curve in the direction sought with a large enough effect; inconclusive = small, poorly fitted or top-dose-only effect, or another doubt; inactive = no such curve, though single readings can be large; an effect the other way counts as inactive or inconclusive. This is a subset. The share of hits here may be higher or lower than overall.

molecule	a7 integrin act	Menin-MLL TR inh	PKM2 activator	Coupling enz	GALK inhibitor	BCR signal inh	Tb PFK block	Giardia kill	B2AR arrestin	TSG101-PTAP inh	ASM inhibitor
COC(=O)c1ccc(NC(=O)C2CC(=O)N(c3ccc(C)cc3)C2)cc1 (stereo not drawn)	-5%	-18%	2%	3	0%	-7%	-5%	-7	-1.0%	-1%	2%
COCC(=O)N(Cc1cc2cc(OC)ccc2[nH]c1=O)c1ccc(C)cc1	2%	-11%	0%	-4	-1%	0%	-3%	22	5.0%	-7%	45%
Cc1ccccc1Cn1c(=O)n(-c2ccccc2)c(=O)c2ccc(C(=O)NCc3ccco3)cc21	nt	-15%	-2%	0	nt	5%	0%	nt	-0.6%	nt	nt
Cc1cc(S(=O)(=O)N(Cc2ccccn2)Cc2ccco2)ccc1-n1cnnn1	-4%	-5%	1%	0	1%	6%	4%	-3	0.3%	-2%	1%
CCOC(=O)c1c(C)c(-c2ccccc2)n(CC(=O)N2CCN(C)CC2)c1C	12%	-6%	2%	2	3%	?	-1%	2	0.3%	0%	2%
CCCn1c(SCC(=O)Nc2ccccc2OC)nnc1-c1ccco1	0%	-4%	0%	-2	7%	-4%	-1%	-10	0.0%	-1%	-20%
Cc1cc(C)cc(N(CC(=O)NCc2ccccc2)C(=O)CCC(=O)Nc2ccccn2)c1	-5%	-13%	0%	0	-1%	-1%	-1%	5	0.2%	8%	-13%
COC(=O)Cc1c(O)ccn(Cc2cccc(C(F)(F)F)c2)c1=O	?	2%	0%	-2	-1%	-3%	3%	-25	-0.2%	3%	8%
O=C(NNC1=C(C(=O)C(F)(F)F)CCC1)c1ccccc1Cl	-22%	5%	-1%	-1	2%	?	-3%	-8	-1.1%	1%	-2%
Cc1nc2ncccn2c1-c1csc(Nc2ccc(S(N)(=O)=O)cc2)n1	11%	2%	24%	-6	1%	-3%	-2%	5	-0.1%	-5%	-2%
C/C(CCc1ccc2c(c1)OCO2)=N\NC(=O)c1ccc(C)cc1C	-4%	-3%	4%	-1	15%	?	4%	12	-0.1%	-3%	3%
COc1ccc(-c2[nH]ncc2CN(C)C(C)c2ccon2)c(OC)c1 (stereo not drawn)	-4%	2%	-2%	0	-1%	6%	-4%	-9	-0.2%	0%	0%
COc1cccc(N2CC(C(=O)NNC(=O)c3ccc(Cl)cc3)CC2=O)c1 (stereo not drawn)	-20%	11%	0%	0	-1%	4%	-5%	-19	-0.9%	-10%	nt
Cc1cc(S(=O)(=O)NC2CCCC2)ccc1F	22%	4%	12%	3	0%	16%	-2%	-7	-1.8%	-5%	9%
COc1ccc(C(=O)N2CCN(C)C(C)C2)cc1OC1CCN(C(C)=O)CC1 (stereo not drawn)	-5%	nt	-3%	nt	3%	1%	0%	13	-0.4%	-1%	-1%
COc1ccc(CNC(=S)Nc2ccccc2-c2ccccc2)cc1	nt	4%	-7%	-5	8%	-9%	-21%	nt	-0.3%	nt	nt
CN1C(=O)C(CC(=O)N2CCN(C(c3ccccc3)c3ccccc3)CC2)N(C)C1=O (stereo not drawn)	-16%	-25%	-6%	7	1%	17%	9%	2	-0.3%	-6%	4%
CC(C)C(=O)NC(=S)Nc1ccccc1F	14%	23%	-1%	-2	-2%	2%	-3%	2	-0.3%	-9%	2%
COc1ccc2[nH]c(=O)c(CN(C(=O)c3cccnc3)c3ccc(C)cc3)cc2c1	-32%	-23%	0%	-1	-1%	-6%	-2%	-1	-0.5%	-11%	36%[activator]
CN1C(C(=O)Nc2cccc(O)c2)=CC(c2ccco2)=NS1(=O)=O	14%	15%	-1%	0	nt	-7%	1%	-14	3.0%	1%	-1%
COC(=O)CN(c1cccc(F)c1)S(C)(=O)=O	-4%	0%	0%	0	0%	6%	1%	10	-1.0%	-7%	4%
O=C(COC(=O)CCCC1=NS(=O)(=O)c2ccccc2N1)Nc1ccc(Br)cc1	-19%	nt	nt	nt	2%	-1%&-2%	0%	-13	0.0%	-5%	-9%
O=C(Cn1c(=O)c2c(ncn2C2CCCC2)n(Cc2ccccc2)c1=O)N1CCc2ccccc21	5%	2%	-1%	1	-3%	?	1%	16	-0.1%	-2%	-3%
Cc1cccc(NC(=O)CCN2C(=O)c3ccccc3S2(=O)=O)c1C	-4%	0%	-6%	-1	nt	?	-1%	12	-0.7%	-1%	-6%
N#C/C(=C\c1c(N2CCN(c3ccccc3)CC2)nc2ccccn2c1=O)S(=O)(=O)c1ccccc1	0%	5%	0%[0.46 µM]	0	0%	7%	2%	7	0.1%	-4%	-3%
CCn1ccc(C(=O)NC2CCCC2)n1	-31%	nt	9%	nt	-5%	0%	1%	21	0.0%	-8%	2%
CCn1nc(C)c(/C=N/NC(=S)Nc2ccc(Cl)cc2Cl)c1C	5%	1%	-9%	0	nt	0%	5%	-3	-1.6%	-2%	-3%
CCOC(=O)c1c(C)[nH]c(C(=O)CSc2nnc(-c3cccs3)n2Cc2ccccc2)c1C	-37%	-14%	1%	0	nt	3%	1%	11	-0.8%	0%	-1%
CCOCCn1[nH]c2ccccc2c1=O	-4%	nt	nt	nt	nt	3%	-9%	0	-0.4%	0%	6%
COc1ccccc1-n1cnc2cc(NCc3ccccn3)ccc21	-6%	?	-3%	-8	0%	?	0%	-25	0.2%	-15%	5%
CCN(C[C@H]1N[C@@](C)(C(=O)OC)[C@H]2C(=O)N(Cc3ccccc3)C(=O)[C@@H]12)C(=O)Nc1ccc(F)cc1	3%	nt	nt	nt	nt	2%	10%	-9	-2.0%	-1%	-1%
CN(C)c1ccc(N=Nc2ccccc2C(=O)OCC(=O)N2CCCC2)cc1	-32%	0%	-6%	0	1%	-6%	-6%	?	-0.1%	0%	-16%
O=c1cc(-c2ccc(C3CCCCC3)cc2)[nH][nH]1	-21%	-2%	30%	3	2%	-7%	-5%	-9	0.2%	-6%	-1%
COc1c(C)cc(C(=O)C2CCCN(C(=O)c3cc4nc(C)cc(C)n4n3)C2)cc1C (stereo not drawn)	7%	-18%	4%	2	4%	-13%	-1%	3	-1.0%	0%	0%
O=C1CCc2cc(S(=O)(=O)N3CCN(c4ccccc4)CC3)cc3c2N1CCC3	0%	nt	nt	nt	nt	0%	-3%	0	-0.1%	1%	-1%
Cc1ccc([N+](=O)[O-])cc1NC(=O)CN(C(=O)c1ccccc1Cl)C1CCCCC1	16%	-10%	2%	-14	1%	?	0%	1	-0.2%	-2%	-10%
COc1ccc(CCNc2nc(C)cc(C)c2C#N)cc1OC	?	-22%	nt	2	nt	2%	-5%	2	-0.3%	0%	3%
Cc1cc(C)c(NC(=O)CN(C)C(C)C(=O)N2CCc3ccccc32)c(C)c1 (stereo not drawn)	3%	nt	nt	nt	nt	-2%	1%	-1	0.0%	1%	-1%
CCOc1ccc(-n2c(C)nc3cc(C(=O)NCc4ccco4)ccc32)cc1	-6%	-28%	-2%	3	2%	-3%	-6%	4	-0.3%	-3%	1%
CC(=O)c1cccc(NC(=O)COC(=O)c2ccccc2C)c1	-10%	21%	-1%	1	9%	-15%	-1%	0	-0.9%	-3%	-2%

Another view of some results above.
Order of results: a7 integrin act	Menin-MLL TR inh	PKM2 activator	Coupling enz	GALK inhibitor	BCR signal inh	Tb PFK block	Giardia kill	B2AR arrestin	TSG101-PTAP inh	ASM inhibitor
COc1c(C)cc(C(=O)C2CCCN(C(=O)c3cc4nc(C)cc(C)n4n3)C2)cc1C (stereo not drawn)
  7%	-18%	4%	2	4%	-13%	-1%	3	-1.0%	0%	0%
CCN(C[C@H]1N[C@@](C)(C(=O)OC)[C@H]2C(=O)N(Cc3ccccc3)C(=O)[C@@H]12)C(=O)Nc1ccc(F)cc1
  3%	nt	nt	nt	nt	2%	10%	-9	-2.0%	-1%	-1%
CCOc1ccc(-n2c(C)nc3cc(C(=O)NCc4ccco4)ccc32)cc1
  -6%	-28%	-2%	3	2%	-3%	-6%	4	-0.3%	-3%	1%
